M17LAP inhibition – P. falciparum M17LAP inhibitors, primary screen, biochemical, fluorogenic H-Leu-NHMec substrate, 1536-well (AID 1619); Leucine aminopeptidase (Plasmodium falciparum (isolate 3D7)); recombinant M17LAP, H-Leu-NHMec fluorogenic kinetic assay; higher % means a stronger effect; inhibition, % at 30 µM, or IC50 in µM where a hit was titrated; 0.38% of 220,000 active;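 active = compound inhibiting the enzyme by more than half at any dose during confirmatory dose-response retesting; inconclusive = strong single-dose inhibitors picked by rank but not retested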;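 also: plate controls were full reaction with DMSO carrier for no effect and no enzyme background for full effect; strong numbers were not always called active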
UTI89 phage lysis – inhibition of K1F phage lysis, E. coli UTI89, bacterial capsule biogenesis inhibitors, alamar blue (AID 488966); 0.02% of 340,000 active; one-dose inhibition, % at 100 µM; IC50 in µM for titrated hits; E. coli UTI89 K1F phage lysis, alamar blue, 2 h; higher % means a stronger effect;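 active = phage lysis inhibition, versus mean bacterial control, above a set limit; inconclusive = no clear call, values can overlap the other calls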;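 also: capsule biogenesis inhibitors block K1F phage lysis so surviving cells raise fluorescence; higher fluorescence means more inhibition of phage lysis; actives were called in the ten point dose series up to 300 µM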
Insulin prom up – insulin promoter activators in MIN6 cells, imaging, high-content screening, mouse beta cells; MIN6 insulin promoter-GFP reporter; stronger effect = higher value; AID 1625, 2009; z-score at 5 µM; 0.3% of 190,000 active;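 active = z-score above 3 at 5 µM with at least 500 cells counted in the well; inconclusive = wells under 500 cells, flagged as cytotoxic or low count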
M1AAP inhibition – P. falciparum M1AAP inhibitors, biochemical, fluorogenic H-Leu-NHMec substrate, 1536-well (AID 1445); 0.42% of 220,000 active; Aminopeptidase N (Plasmodium falciparum (isolate 3D7)); one-dose inhibition, % at 30 µM; IC50 in µM for titrated hits; recombinant M1AAP, H-Leu-NHMec fluorogenic kinetic assay; higher % means a stronger effect;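 active = primary inhibition above the hit cutoff, then over 50% inhibition at one or more dose response concentrations, cut at about 23% in these data, passing the limit was not always enough; inconclusive = conflicting primary data, or primary hits not chosen for dose response; inactive = low primary inhibition, or under 50% at every dose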;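 also: plate controls were DMSO full reaction for no effect and no enzyme background for full effect; strong numbers were not always called active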
MT stabilizer – microtubule stabilizers in HeLa cells, primary screen, imaging, high-content imaging; HeLa tubulin immunostaining HCS, 24 h; share of cells brighter than vehicle mean+2SD; % tubulin-high responders, % at 10 µM; 0.83% of 200,000 active;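 active = plate Z-score above 3 for both tubulin-high and condensed-nucleus cell shares, with cell loss under 80%, at 10 µM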;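 also: anti alpha tubulin signal scored within the nucleus-defined area of each cell; some results filed as inactive read as strong as hits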
ER stress rescue – rescue of cells from ER stress-induced death, primary screen, 384-well, CSM14.1, thapsigargin, ATP luminescence (AID 1222); 190,000 tested, under 10 active; CSM14.1 thapsigargin-induced death rescue, ATP luminescence; higher % means a stronger effect; one-dose cellular ATP content (survival), % at 20 µM; EC50 in µM for titrated hits;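 active = EC50 below 50 µM in the dose-response confirmation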;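 also: death triggered by thapsigargin at about 15 µM added after 2 h compound pretreatment; cell ATP read after overnight thapsigargin exposure of roughly 18 to 22 hours; normalized against plate controls of thapsigargin alone and 5% DMSO vehicle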
bCat nuc transl – modulators of beta-catenin nuclear translocation, primary screen, imaging, HeLa cells, immunofluorescence, high-content. 0.3% of 190,000 active. AID 1665, 2009. nuclear translocation activity, % at 5 µM;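 active = nuclear translocation activity above 50% at 5 µM, with a well cell count of 50 or more; inconclusive = wells under 50 cells across six images, flagged as toxic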;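 also: per-cell ratio of nuclear to cytoplasmic median beta-catenin stain intensity; plate controls were DMSO negative control for no effect and GSK-3 inhibitor IX positive control for full effect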
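test system = HeLa cells, endogenous beta-catenin | dosing = single 5 µM dose plus 0.02–20 µM confirmation series | times = compound treatment 24 h, 37°C, 5% CO2 | technique = beta-catenin immunofluorescence imaging with DAPI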
Autophagy HCS – autophagy modulators in MEF cells, primary screen, imaging, high-content, MEF GFP-LC3; MEF GFP-LC3 puncta imaging; test concentration mostly 10 µM; calls only at 10 µM (by protocol); 0.98% of 190,000 active; AID 463193, 2010;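 active = percentage of spot-positive cells more than 3 SD above its plate mean, without a fluorescence outlier flag or 80% toxicity; inconclusive = no clear call, values can overlap the other calls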;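 also: spot-positive cell cutoff set from DMSO-treated cells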
Dynein transport – inhibitors of GR-EGFP nuclear translocation, primary screen, dynein cargo transport inhibitor project, imaging, high-content, 3617.4 mouse cells; 0.47% of 220,000 active; test concentration mostly 20 µM; stimulated with dexamethasone, 1 µM; stronger effect = lower value; z-score, hits read low;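 active = plate z-score of nuclear minus cytoplasmic receptor signal below a set negative limit, without overly bright fluorescence or cell loss, cut at about -3.5 in these data, passing the limit was not always enough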;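 also: z-score of nuclear minus cytoplasmic ring GR-EGFP intensity difference per well; some compounds called inactive have numbers as strong as hits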
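medium = tetracycline-free induction medium containing charcoal-stripped FBS | probe or stimulus = dexamethasone, 1.0 µM final | timing = 48 h induction, then 1 h compound, then 30 min agonist, 37 °C | detection = automated 10x imaging of fixed Hoechst-stained cells | read-out basis = nuclear versus cytoplasmic GR-EGFP signal, averaged per well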
Dynein transport cytoplasmic EGFP – recorded beside Dynein transport, whose call it bears; z-score; measured here: cytoplasmic GR-EGFP intensity; stronger effect = higher value
Dynein transport nuclear GR-EGFP – further read-out of Dynein transport, marked with its call; z-score; measured here: nuclear GR-EGFP intensity;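 lower value marks the stronger effect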
Dynein transport cell count – also measured in Dynein transport; calls as there; z-score; measured here: cell count per field
Insulin prom up cell count – recorded beside Insulin prom up, whose call it bears; cell count; measured here: cytotoxicity, nuclei count;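 total cells summed across four imaged fields per well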
bCat nuc transl cell count 5 µM – also measured in bCat nuc transl; calls as there; cell count; measured here: cell count, cytotoxicity flag
MT stabilizer Hoechst-high % – recorded beside MT stabilizer, whose call it bears; % Hoechst-high responders; measured here: nuclear condensation Hoechst responders;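 share of cells brighter than vehicle mean plus two SD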
MT stabilizer cytotoxicity % – recorded beside MT stabilizer, whose call it bears; toxicity, %; measured here: cytotoxicity by cell density;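 0% = mean cell density of plate MIN control wells and 100% = no cells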
Autophagy HCS cell loss 18 h – second read-out of Autophagy HCS, no call of its own (marks repeat the call); toxicity, %; measured here: cell loss, nuclei count;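 cell loss after 18 h compound exposure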
Starred values were filed as active, the others as inactive; i = inactive; ? = inconclusive; . = not tested or not shown; [ ] = another dose, or the depositor's remark.

SMILES	M17LAP inhibition	UTI89 phage lysis	Insulin prom up	Insulin prom up cell count	M1AAP inhibition	MT stabilizer	MT stabilizer Hoechst-high %	MT stabilizer cytotoxicity %	ER stress rescue	bCat nuc transl	bCat nuc transl cell count 5 µM	Autophagy HCS	Autophagy HCS cell loss 18 h	Dynein transport	Dynein transport cytoplasmic EGFP	Dynein transport nuclear GR-EGFP	Dynein transport cell count
Cn1c(=O)c2c(nc(CN3CCOCC3)n2CCN2CCOCC2)n(C)c1=O	-6.7%	-0.1%	0.21	1243	-0.3%	3.4	2.2	8.8	-1.7%	-0.7	748	i	0.7	0.913	-0.238	0.51	0.5
CC(C)(C)c1nc(NC(=O)Nc2ccccc2)sc1Br	-1.5%	0.2%	-4.02	924	7.2%	3.7	3.2	7.1	-1.3%	-1.1	830	i	6.1	0.477	-0.297	0.921	-0.85
O=C1CC(c2ccccc2)CN1C(=O)c1ccccc1 (stereo unspecified)	7.6%	-0.1%	1.02	1068	0.7%	4.0	2.7	7.1	-1.2%	-1.5	1126	i	11.2	-0.347	-0.187	0.0376	-0.0648
O=C(CSc1nc(O)cc(=O)n1-c1ccccc1)Nc1ccccn1	14.8%	-0.5%	0.48	1176	-2.2%	2.5	2.8	7.1	-1.1%	0.3	1039	i	-2.8	0.0568	0.975	0.378	-0.502
O=C(CCCO)N/N=C/c1cc(Br)ccc1O	-5.7%	1.8%[50 µM]	?	.	21.7µM*	2.1	2.4	3.8	-0.8%	2.8	510	i	7.1	-0.982	-0.245	-0.404	0.323
Cc1cc(C(=O)N2CCN(C/C=C/c3ccccc3)CC2)no1	-6.8%	1.3%	.	.	-1.6%	3.3	2.0	8.3	-2.9%	0.1	1017	i	4.0	1.03	-0.236	0.52	0.561
Cc1ccccc1-n1nnc2c(=O)oc3ccccc3c21	1.5%	0.4%	0.53	1156	0.5%	3.4	2.3	3.3	.	0.2	1025	i	2.1	-0.796	-0.108	-0.147	-0.295
S=C(NCCc1ccccc1)NC1CCCCCC1	-3.2%	0.1%	-0.06	1821	2.7%	1.7	2.8	5.5	-2.3%	1.0	895	i	-18.9	-0.228	-0.0546	-0.358	0.177
Cc1cccc(NC(=O)C2CCN(S(=O)(=O)c3cccc4cccnc34)CC2)c1	-3.5%	1.0%	-0.12	950	1.9%	5.3	3.2	10.8	-0.8%	1.8	1113	i	2.7	0.028	-0.225	0.109	0.533
O=c1c(Cc2ccccc2)c(O)nc2n1CCCS2	6.4%	0.0%	0.13	807	-1.1%	3.3	2.1	3.5	0.7%	-2.7	1173	i	-0.1	-0.102	-0.242	-0.0869	0.207
Cc1ccc(S(=O)(=O)NC(=O)N2CCCN(Cc3ccc(F)cc3)CC2)cc1	-1.0%	-0.7%	-0.73	1435	6.2%	.	.	.	.	-1.4	1159	.	.	-0.425	-0.231	-0.245	0.12
Cc1ccc(CCNC(=O)CCS(=O)(=O)c2ccc(Br)cc2)cc1	-4.0%	0.1%	-0.18	1542	-3.4%	3.4	1.5	8.3	-1.2%	-3.9	1146	i	-11.0	0.294	-0.244	0.393	0.0073
N#C/C(C(=O)N1CCCCC1)=C1/N=C(N)c2ccccc21	0.1%	3.5%	0.03	1354	4.4%	1.2	2.4	6.4	2.8%	-1.2	1061	i	0.6	-0.195	0.0489	0.614	-0.586
N#CCC(=O)NNC(=S)Nc1ccccc1C(F)(F)F	5.7%	0.7%	-0.11	1487	10.8%	1.9	1.7	12.7	6.8%	1.9	840	i	19.1	-0.884	-0.0347	-0.106	0.826
CCOC(=O)c1c(C)nc2c(c1-c1ccccc1)C(=O)CCC2	-4.8%	0.6%	.	.	2.7%	2.0	1.6	1.7	-0.3%	.	.	i	-12.8	0.851	-0.152	0.255	-0.611
O=C(NCc1ccccc1Cl)C(=O)NCC1OCCN1S(=O)(=O)c1cccs1 (stereo unspecified)	0.1%	-0.1%	-0.94	1634	-5.9%	0.9	1.9	5.2	-1.9%	-2.9	1038	i	0.9	0.0423	-0.337	-0.475	0.535
Cc1cc(C)c(C(=O)COC(=O)c2cccc(S(=O)(=O)NCc3ccccc3)c2)cc1C	0.4%	0.7%	-0.15	1287	1.3%	2.2	1.5	8.8	0.2%	1.5	964	i	-2.5	0.697	-0.0339	0.463	-1.26
Cc1cc(N2CCN(C(=O)c3ccco3)CC2)n2nc(-c3cccc(Cl)c3)cc2n1	-2.0%	6.9%	-1.59	1011	4.2%	5.2	2.4	4.6	9.3%	-5.6	951	i	-9.5	0.337	-0.114	1.05	-0.76
CCOC(=O)c1c(C)[nH]c(C=Nc2ccccc2)c1O	10.5%	.	0.05	1326	5.6%	2.4	2.0	45.8	-2.5%	.	.	i	-8.3	1.47	-0.0748	1.3	-0.579
COc1ccccc1NC(=O)CCN1CC(C)OC(C)C1 (stereo unspecified)	-4.3%	0.0%	.	.	-3.4%	4.3	2.6	4.8	-1.6%	0.9	1086	i	5.2	-0.826	-0.0411	-0.579	0.815
CCn1nnc(NC(=O)c2ccc(-c3ccc(Cl)cc3)o2)n1	-2.3%	-5.7%	.	.	4.8%	1.0	1.3	8.0	-0.6%	-1.4	1101	i	-3.8	0.518	-0.131	1.09	-1.23
Cc1cccc(C(=O)NN2S(=O)(=O)c3ccccc3S2(=O)=O)c1	0.7%	0.1%	-0.43	1100	3.4%	3.2	2.7	6.0	0.7%	-1.4	1060	i	3.7	0.478	-0.361	-0.181	-0.207
Cc1csc(Sc2nc3c(c(=O)[nH]c(=O)n3C)n2CCCc2ccccc2)n1	0.2%	0.7%	-0.31	1494	9.5%	5.5	2.6	6.1	-0.9%	1.2	892	i	4.1	0.36	0.117	0.569	-0.284
O=C(CN1CCCCC1)Nc1cccc(Oc2ccccc2)c1	13.3%	3.9%	0.64	808	4.0%	2.6	1.5	7.4	-1.0%	.	.	i	-21.1	-0.178	-0.248	-0.0251	-0.207
Cc1nc(CS(=O)c2ccccc2)cc(N2CCOCC2)n1 (stereo unspecified)	16.9%	0.4%	0.1	1541	0.5%	1.1	1.1	9.2	-1.2%	-0.7	1426	i	-4.8	0.0171	-0.198	-0.185	0.781
COc1cc(C(Nc2ccc3c(c2)OCO3)C(=O)NC2CCCCC2)cc(OC)c1OC (stereo unspecified)	7.1%	1.8%	-3.78	992	3.8%	2.4	0.4	35.4	-4.0%	.	.	i	2.8	-0.779	-0.279	-0.527	0.651
CC1(C)CC(=NOC(=O)c2ccccc2)CC(C)(C)N1	-11.9%	7.1%	.	.	-0.3%	1.7	1.0	10.4	-0.6%	-2.5	1224	i	-0.2	1.3	-0.152	0.247	-0.464
CC(C)CC(=O)c1c[nH]c(C(=O)N2CCN(Cc3ccccc3)CC2)c1	-2.5%	0.8%	-0.58	1217	18.2%	3.5	2.7	6.5	.	1.2	1028	i	-0.8	0.524	-0.341	0.525	-0.148
N#CCC(CNc1ncc(C(F)(F)F)cc1Cl)OC(=O)c1ccc(Cl)cc1Cl (stereo unspecified)	-0.5%	2.4%	-0.43	1704	1.1%	1.0	1.4	3.2	-0.9%	1.8	969	i	-4.8	-0.267	-0.199	-0.584	0.65
COc1ccc(C2NCCc3c2[nH]c2ccccc32)cc1COc1ccc(F)cc1 (stereo unspecified)	7.0%	-0.4%	-0.81	1182	5.3%	40.2	7.0	36.0	-5.9%	.	.	i	23.0	0.931	-0.0692	0.627	-0.199
O=C(Nc1ccc2c(c1)OCO2)C1CCN(C(=O)c2cccs2)CC1	14.6%	8.6%	-0.2	1242	12.8%	3.3	1.6	5.0	-0.5%	-3.8	851	i	-49.4	-0.307	-0.137	0.379	-0.525
O=C(NCC(=O)N(c1cccnc1)C(C(=O)NC1CCCC1)c1ccco1)c1cccs1 (stereo unspecified)	10.5%	-0.6%	0.35	1197	-1.7%	2.5	2.4	7.2	-1.4%	0.1	1494	i	2.0	-0.434	-0.24	-0.248	0.779
Cc1ccc(-c2cc(C(F)(F)F)c(C#N)c(=O)[nH]2)cc1	-126.3%	4.3%	0.95	2246	7.1%	2.9	3.6	7.2	-3.0%	-1.2	944	i	-6.6	-0.642	-0.172	-0.68	0.791
Cc1ccc(C(=O)NCC2CCCO2)cc1[N+](=O)[O-] (stereo unspecified)	11.1%	3.2%	.	.	-0.6%	2.7	2.1	6.3	0.3%	0.2	1172	i	-16.6	0.582	-0.0704	0.452	-0.694
Cc1cc(NC(=O)c2ccc(C)s2)n(-c2nc3ccccc3[nH]2)n1	6.9%	-0.3%	0.48	1103	2.6%	3.9	3.8	8.0	-1.4%	.	.	i	-10.2	0.995	-0.287	0.114	-0.238
CCCCCCn1c(SCCCC)nc2c1c(=O)[nH]c(=O)n2C	-1.7%	9.5%	-1.15	1348	-2.1%	3.1	2.0	0.1	.	0.0	1090	i	3.6	-0.582	-0.214	-0.953	0.0233

High-throughput results as filed in PubChem BioAssay.
